High-throughput results as filed in PubChem.
Myeloid diff 2: myeloid differentiation induction. actives 1% (n = 360,000). calls only at 10 µM. AID 624256. ER-HoxA9 myeloid progenitors, lysozyme-GFP differentiation, flow cytometry;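 active = normalized GFP-positive differentiation at or above the plate's own cutoff, the solvent-only control mean plus 3 SD; inconclusive = no clear call, values can overlap the other calls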;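 note: cells exposed to compound for four days before flow analysis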
GPR35 arrestin U2OS: inhibition of zaprinast-stimulated GPR35 beta-arrestin translocation – imaging, U2OS, beta-arrestin-GFP, zaprinast agonist, primary screen (AID 2058); U2OS GPR35 beta-arrestin-GFP translocation imaging, zaprinast antagonism; higher % means a stronger effect; inhibition, % at 10 µM; hits with a dose series show IC50 in µM; actives 0.052% (n = 290,000);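 active = inhibition of at least 50% with at least 30 cells and total cytoplasm GFP at most 10,000,000; inconclusive = under 30 cells or total GFP of 10,000,000 plus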
LYP phosphatase: inhibitors of LYP phosphatase, biochemical, fluorescence intensity, uHTS (AID 1779); recombinant LYP phosphatase, fluorescence intensity; higher % means a stronger effect; one-dose inhibition, % at 11.5 µM; IC50 in µM for titrated hits; actives 0.054% (n = 290,000); in the data active = inhibition above about 50%;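 note: plate controls were vehicle with enzyme for no effect and no enzyme for full effect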
NTR1 ag: NTR1-driven beta-arrestin-GFP spot formation – imaging, U2OS cells, high content, primary screen (AID 493036); P30989; agonist mode; activation, % at 20 µM; actives 0.17% (n = 330,000);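 active = activation at or above 40% of the spot to cytoplasm intensity ratio, with at least 20 cells analyzed; inconclusive = wells under 20 cells, flagged as cytotoxic or low count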;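 note: 0% = DMSO without peptide and 100% = 100 nM NTR1 peptide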
Target sequence (P30989 whole entry, looked up): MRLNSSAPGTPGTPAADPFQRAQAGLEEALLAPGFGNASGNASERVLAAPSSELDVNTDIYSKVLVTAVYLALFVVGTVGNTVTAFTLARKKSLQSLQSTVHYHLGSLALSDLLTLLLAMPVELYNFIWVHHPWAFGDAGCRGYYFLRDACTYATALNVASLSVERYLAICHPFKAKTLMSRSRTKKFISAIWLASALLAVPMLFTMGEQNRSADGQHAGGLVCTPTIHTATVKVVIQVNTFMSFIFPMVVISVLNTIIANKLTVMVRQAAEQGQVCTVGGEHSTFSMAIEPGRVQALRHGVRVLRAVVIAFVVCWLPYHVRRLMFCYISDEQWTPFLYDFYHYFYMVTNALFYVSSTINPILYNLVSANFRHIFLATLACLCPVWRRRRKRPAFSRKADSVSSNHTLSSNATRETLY
Rac1 GTP hydrolysis: MgcRacGAP GTPase-activating activity inhibitors, confirmation, biochemical, ADP Hunter fluorescence. MgcRacGAP-stimulated Rac1 GTP hydrolysis, ADP Hunter fluorescence; higher % means a stronger effect; GST-tagged Rac1 F28L mutant substrate. inhibition, % at 30 µM, or IC50 in µM where a hit was titrated. actives 0.6% (n = 340,000). AID 624330;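 active = first-screen hits whose inhibition reached a set limit at any dose in the follow-up dose series; inconclusive = inhibition above the set first-screen limit but never retested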;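 note: fluorescence reports GDP produced by GAP-driven GTP hydrolysis; strong numbers were not always called active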
Siah-1 displacement: Siah-1 peptide-binding antagonists, primary screen, biochemical, fluorescence polarization, rhodamine-plectin, uHTS (AID 1817); Siah-1 / rhodamine-plectin peptide fluorescence polarization; higher % means a stronger effect; one-dose displacement, % at 20 µM; IC50 in µM for titrated hits; actives 0.02% (n = 290,000);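 active = displacement of at least 50% at 20 µM, with a fluorescence ratio check between 0.3 and a set limit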;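 note: plate controls were Siah plus tracer with DMSO for no effect and tracer alone without Siah for full effect; strong numbers were not always called active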
GPR55 antagonists: inhibition of LPI-stimulated GPR55 beta-arrestin translocation – imaging, U2OS, beta-arrestin-GFP, LPI agonist, primary screen (AID 2013); U2OS GPR55 beta-arrestin-GFP translocation imaging, LPI antagonism; higher % means a stronger effect; actives 0.13% (n = 290,000); inhibition, % at 10 µM, or IC50 in µM where a hit was titrated;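 active = spots per cell inhibited over 60%, with over 100 cells counted and total cytoplasm intensity under 500,000; inconclusive = wells with under 100 cells, flagged as likely toxic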;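 note: U2OS cells stably carrying GPR55 and arrestin-GFP stimulated by 5 µM LPI near EC80; imaged beta-arrestin-GFP aggregate spots per cell after agonist stimulation; plate controls were LPI-stimulated DMSO wells for no effect and DMSO wells without LPI for full effect; some results filed as inactive read as strong as hits; confirmed hits need IC50 under 10 µM and bright autofluorescent wells are also inconclusive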
PhoP inhibition: PhoP-dependent GFP reporter repression – Salmonella Typhimurium, primary screen (AID 1863). S. Typhimurium PhoP-regulated promoter GFP reporter, 4 h; higher % means a stronger effect. one-dose inhibition, % at 50 µM; IC50 in µM for titrated hits. actives 0.16% (n = 300,000);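 active = inhibition over 29.93%, a cutoff 3 SD above the screen mean, later confirmed by dose response; inconclusive = inhibition over 29.93% but no dose response follow-up; inactive = inhibition at most 29.93% or unconfirmed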;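 note: 0% = low Mg2+ inducing control and 100% = high Mg2+ repressing control; strong numbers were not always called active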
HIV peptide binding: cell-free HIV fusion peptide-binding blockers – biochemical, uHTS, fluorescence dequenching, primary screen (AID 1986); cell-free peptide binding, fluorescence dequenching, 30 min; higher % means a stronger effect; one-dose inhibition, % at 20 µM; IC50 in µM for titrated hits; actives 0.3% (n = 290,000); in the data active = inhibition mostly above about 52%, no sharp cut-off; inactive = mostly below about 76%; note: some results filed as inactive read as strong as hits
NTR1 ag cell count 20 µM: second read-out of NTR1 ag, no call of its own (marks repeat the call); cell count; measured here: cell count, cytotoxicity flag
Myeloid diff 2 GFP+ MAC1+ %: also measured in Myeloid diff 2; calls as there; GFP+ MAC1+ double positive, %; measured here: differentiation confirmed by MAC1 staining
The depositor's hits bear a star; i = inactive; ? = inconclusive; . = no result given.

structure | Myeloid diff 2 | Myeloid diff 2 GFP+ MAC1+ % | GPR35 arrestin U2OS | LYP phosphatase | NTR1 ag | NTR1 ag cell count 20 µM | Rac1 GTP hydrolysis | Siah-1 displacement | GPR55 antagonists | PhoP inhibition | HIV peptide binding
Cc1ccc(C(=O)OCC(=O)N2CC(C)CC(C)C2)cc1S(=O)(=O)N1CCCCC1 (configuration not stated) | i | 0.5 | . | . | 0.1 | 62 | 7.0% | . | . | 0.5% | .
COC(=O)CCC(=O)Nc1ccc(Cl)c(Cl)c1 | i | 14.1 | -4.6% | -4.7% | 1.8 | 52 | 6.3% | 8.4% | 6.0% | 37.7% | 1.4%
Cc1ccc(NC(=O)CCN2C(=O)C3CCCCC3C2=O)cc1[N+](=O)[O-] (configuration not stated) | i | 0.2 | . | . | -0.9 | 52 | 7.2% | . | . | 1.4% | .
CCCCNS(=O)(=O)c1ccc(OC)c(Cl)c1Cl | i | 0.8 | 13.3% | -4.5% | -0.4 | 78 | 7.3% | 7.9% | -7.0% | 3.8% | -3.9%
Cn1ncc2c(=O)n(CC(=O)NC34CC5CC(CC(C5)C3)C4)cnc21 | i | 0.6 | 2.1% | 1.6% | 1.8 | 27 | 7.5% | 1.4% | -2.7% | -0.5% | 1.6%
CN(C)c1ccc(/C=N/NC(=O)c2sccc2-n2cccc2)cc1 | i | 0.5 | 12.9% | 11.9% | 0.6 | 31 | 5.3% | 5.6% | 3.5% | 1.7% | -3.5%
O=C(CSc1ncnc2c1oc1ccccc12)NC1CCCCC1 | i | 0.9 | 3.9% | -4.1% | 1.7 | 58 | 9.8% | 0.8% | -6.5% | 4.3% | -2.1%
Cc1nn(C(C)C(=O)NCC2CCCO2)c(=O)c2c1sc1ccccc12 (configuration not stated) | i | 0.6 | 3.8% | -12.2% | 1.2 | 61 | 10.0% | -0.8% | 5.5% | 6.9% | 3.2%
CCCCn1cnc2c(cnn2-c2ccc(Cl)cc2)c1=O | . | . | -4.6% | -8.2% | 0.0 | 45 | 3.7% | -3.1% | 6.8% | -11.6% | -1.6%
CCNC(=S)N(Cc1ccco1)Cc1cc2cc(OCC)ccc2[nH]c1=O | i | 0.5 | 7.6% | -9.6% | 1.9 | 38 | 8.9% | -1.9% | -12.5% | -8.0% | 6.6%
CC1(C)CC(=O)C(C(C2=C(O)CC(C)(C)CC2=O)c2ccc(O)c([N+](=O)[O-])c2)=C(O)C1 | i | 0.6 | 4.6% | 1.0% | 2.0 | 57 | 24.8% | 6.1% | -8.9% | -9.0% | 3.7%
CCCS(=O)(=O)c1csc(C(=O)OC)c1N | i | 1.1 | -8.8% | -6.1% | 2.7 | 67 | . | -3.5% | -6.4% | -4.7% | -0.6%
COC(=O)C1=CN(c2ccc(F)cc2)C=C(C(=O)OC)C1c1cccc(Br)c1 | i | 0.3 | -5.5% | -4.7% | 3.6 | 67 | 5.8% | 10.5% | 9.2% | 1.2% | -0.4%
COC(=O)c1nc(NC(=O)C(C)C)n[nH]1 | i | 6.6 | 13.2% | -11.0% | -0.2 | 67 | 1.8% | -1.2% | 4.8% | 15.7% | -0.7%
O=S(=O)(c1cc(Cl)cc(Cl)c1O)N1CCC2(CC1)OCCO2 | i | 2.7 | -3.6% | -9.4% | -0.1 | 50 | 5.2% | 3.5% | 16.1% | -6.6% | 8.4%
CCOC(=O)C1CCCN(C(=O)CCNS(=O)(=O)c2cc(Br)cnc2N)C1 (configuration not stated) | i | 1.9 | 3.5% | -5.2% | -0.1 | 73 | -0.7% | 10.8% | 17.0% | 0.5% | 1.5%
CCOC(=O)c1c(NC(=O)CCl)sc(C(=O)N(CC)CC)c1C | i | 0.7 | 1.2% | 2.0% | 2.6 | 66 | 0.7% | 4.0% | -1.8% | -5.2% | -1.6%
COCCN1CCN(C(=O)C2CCC(=O)N(CCc3cccc(F)c3)C2)CC1 (configuration not stated) | i | 0.4 | -8.7% | -3.6% | -0.4 | 60 | 5.5% | -4.5% | -4.3% | -1.2% | -0.2%
CCOc1ccccc1Nc1nnc(SCC(=O)Nc2cc(C)on2)s1 | i | 5.0 | 14.8% | -10.1% | 0.3 | 76 | 1.9% | -0.7% | 0.8% | 1.2% | -3.7%
COc1ccc(C)cc1NS(=O)(=O)c1ccc2c(c1)NC(=O)C(C)S2 (configuration not stated) | i | 2.6 | 11.4% | 1.3% | 2.3 | 44 | 7.6% | -6.3% | -10.0% | -1.9% | -2.7%
Cc1cc(C)nc(-n2nc(C)c3c(=O)[nH]c(C(F)(F)F)nc32)n1 | i | 0.5 | -1.0% | -15.0% | -0.4 | 38 | 8.6% | -1.9% | 13.5% | -1.0% | -3.3%
Cc1ccc(OCc2nc3c4c(ncn3n2)-c2ccccc2CC42CCCC2)cc1 | i | 0.7 | 3.1% | 9.7% | -1.5 | 56 | 9.1% | 3.2% | 6.2% | -9.5% | 3.1%
COc1ccc(OCc2nnc(SCc3ccc(C(=O)O)cc3)o2)cc1 | i | 0.3 | 2.5% | -9.2% | -0.3 | 82 | 2.5% | 0.4% | 5.3% | -10.6% | 0.0%
Cn1c(SCc2cccc(Br)c2)nc2c1c(=O)[nH]c(=O)n2C | i | 0.3 | -4.7% | -7.1% | 2.7 | 69 | 5.5% | 7.7% | -22.8% | 1.1% | -0.8%
CC1CCC(NC(=O)CCC(=O)N2CC(C)Oc3ccccc32)CC1 (configuration not stated) | i | 2.1 | -0.4% | 2.3% | 1.1 | 46 | 8.7% | 3.4% | 0.0% | . | -0.9%
CN(C)S(=O)(=O)c1ccc(C(=O)NCc2ccc3[nH]c4c(c3c2)CCCC4)cc1 | i | 2.3 | -11.6% | -2.2% | 3.9 | 50 | 6.7% | 2.4% | 8.0% | 8.2% | 1.3%
O=C(Nc1ccc([N+](=O)[O-])cc1)c1cn(-c2ccccc2)nc1-c1cc2ccccc2o1 | i | 0.4 | -1.9% | 4.6% | 5.1 | 44 | 10.9% | 14.7% | 1.5% | 1.5% | -1.0%
CCOC(=O)Cc1csc(NC(=O)CSc2nnc(C)n2C)n1 | i | 0.3 | 1.4% | -16.7% | 0.3 | 59 | 7.4% | -4.4% | -14.5% | 1.8% | -0.1%
COc1ccccc1N(CN1CCCC1=O)C(=O)c1c(F)cccc1F | i | 1.6 | 8.4% | -7.8% | -0.9 | 79 | 8.0% | -0.7% | 17.5% | -5.2% | 17.1%
O=C(Nc1ccc(NC(=O)c2sc3ccccc3c2Cl)cc1)c1ccco1 | i | 0.8 | 5.6% | -11.5% | -0.4 | 58 | 8.7% | 2.8% | -5.8% | 3.2% | -2.9%
CS(=O)(=O)N(CC(=O)N1CCCC1)c1cc(Cl)c(Cl)cc1Cl | i | 0.3 | 12.7% | -6.3% | -0.3 | 54 | 0.7% | -2.0% | 12.5% | -2.6% | 2.6%
COC(=O)[C@H](CCSC)NC(=O)Nc1ccc(C)cc1 | i | 7.7 | 0.8% | -2.3% | -0.9 | 64 | 8.0% | -1.1% | -3.2% | -5.0% | -2.4%
CCC(=O)NCCc1nc2cc(NC(=O)Nc3ccccc3)ccc2n1C | i | 0.3 | -0.7% | -5.7% | -2.6 | 81 | 6.0% | 3.6% | 11.5% | 1.2% | -0.2%
CCCCn1c(=N)n(CC(=O)c2ccc(OC)cc2)c2ccccc21 | . | . | -0.5% | -2.2% | 1.4 | 55 | . | -2.7% | 9.9% | 8.6% | -1.4%
CCC(=O)c1cn(CC(=O)Nc2ccc(OC)cc2)c2ccccc12 | i | 0.9 | 13.8% | -5.7% | 0.1 | 52 | 5.9% | 13.0% | 8.7% | -0.7% | 3.6%
Cc1cccc(C(=O)NCc2nnc3c4ccccc4c(-c4ccccc4)nn23)c1 | i | 0.8 | 7.9% | 3.6% | -0.2 | 77 | -11.0% | 8.9% | 14.4% | 3.1% | 0.0%
CCOc1c(Br)cc(CNc2ccc3c(c2)OCCO3)cc1OC | ? | . | 2.3% | -4.2% | 4.3 | 58 | 22.3% | -5.3% | -12.4% | -2.0% | -0.3%
N#CC1=C(N)Oc2cc(N)ccc2C1c1ccccc1Cl (configuration not stated) | i | 0.3 | -8.4% | -3.4% | 1.3 | 63 | 12.1% | -2.5% | 20.8% | -2.0% | 1.5%
CC1(C)Cc2nc3oc4c(NCCCN5CCOCC5)ncnc4c3cc2CO1 | i | 0.6 | -10.4% | -13.2% | -1.0 | 47 | 10.6% | -2.1% | -9.2% | -9.5% | -0.5%
COc1ccc(CNC(=O)COc2ccc(S(=O)(=O)N3CCCCC3)cc2Cl)cc1 | i | 1.5 | -6.3% | 0.8% | 0.2 | 56 | 5.7% | -1.8% | 19.8% | -4.1% | -0.4%

Among those listed so far, five have an NH in an aromatic ring:
structure | Myeloid diff 2 | Myeloid diff 2 GFP+ MAC1+ % | GPR35 arrestin U2OS | LYP phosphatase | NTR1 ag | NTR1 ag cell count 20 µM | Rac1 GTP hydrolysis | Siah-1 displacement | GPR55 antagonists | PhoP inhibition | HIV peptide binding
CCNC(=S)N(Cc1ccco1)Cc1cc2cc(OCC)ccc2[nH]c1=O | i | 0.5 | 7.6% | -9.6% | 1.9 | 38 | 8.9% | -1.9% | -12.5% | -8.0% | 6.6%
COC(=O)c1nc(NC(=O)C(C)C)n[nH]1 | i | 6.6 | 13.2% | -11.0% | -0.2 | 67 | 1.8% | -1.2% | 4.8% | 15.7% | -0.7%
Cc1cc(C)nc(-n2nc(C)c3c(=O)[nH]c(C(F)(F)F)nc32)n1 | i | 0.5 | -1.0% | -15.0% | -0.4 | 38 | 8.6% | -1.9% | 13.5% | -1.0% | -3.3%
Cn1c(SCc2cccc(Br)c2)nc2c1c(=O)[nH]c(=O)n2C | i | 0.3 | -4.7% | -7.1% | 2.7 | 69 | 5.5% | 7.7% | -22.8% | 1.1% | -0.8%
CN(C)S(=O)(=O)c1ccc(C(=O)NCc2ccc3[nH]c4c(c3c2)CCCC4)cc1 | i | 2.3 | -11.6% | -2.2% | 3.9 | 50 | 6.7% | 2.4% | 8.0% | 8.2% | 1.3%
